# High-throughput results from PubChem BioAssay.
# a7 integrin act = qHTS for Activators of Integrin-Mediated Alleviation for Muscular Dystrophy | Potency, µM (doses to about 38.3 µM), without a hit: at the top dose activation, usual class: activators | alpha7betagal myoblasts, beta-gal FDG fluorescence, 48 h | AID 624291, 2012 | hit rate 0.064% among 350,000;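 also: 100% = response of the positive control SU9516; nearly all actives have a fitted effect of over 60% in size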
#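 Alpha7betagal+/- myoblasts (passage 13) were plated 16-24 hr, then exposed to compounds (1:260 dilution of DMSO stock) for 48 hours at 37C. After MPER lysis, β-galactosidase reporter activity was read as FDG fluorescence (ex 480/em 540) after 30 minutes.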
# BRCA1 expr up = qHTS Assay to Identify Small Molecule Activators of BRCA1 Expression; Potency, µM (titrated, usually from 46.1 µM), inactives show at the top dose activation, most hits filed as activators; hit rate 1.1% among 380,000; AID 624202, 2012; MCF7-BRCA1-FFLuc reporter, luminescence, 48 h; response scale: scaled: vehicle 0%, 10 µM genistein 100%; also: nearly all actives have a fitted effect of over 80% in size; some results filed as inactive show a strong effect at the top dose
#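 Reporter cells (MCF7, BRCA1 promoter-firefly luciferase) received library compounds across a concentration series for 48 h. End-point luminescence was measured and concentration-effect curves derived after normalization.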
# * = called active by the depositor; u = inconclusive; [ ] = another dose, or the depositor's remark. Calls follow the shape of the dose curve; as a rule, active = well fitted activation curve with a large enough effect; inconclusive = small, poorly fitted or top-dose-only effect; inactive = no such curve, though single readings can be large or run the other way. Potency is read from the fitted curve at half-maximal effect. Some of the compounds tested. The share of hits here may be higher or lower than overall.
compound | a7 integrin act | BRCA1 expr up
COc1ccc(S(=O)(=O)N2CCCC(C(=O)NCc3cccnc3)C2)cc1C (stereo not given) | -7% | 5%
O=C1CCCCC1C(O)(C(=O)c1ccccc1)c1ccccc1 (stereo not given) | -5% | 2%
COc1ccc(CN2C(=O)C(CC(=O)NCC3CCCCC3)CC(C(=O)N(C(C)C)C(C)C)=C2C)cc1 (stereo not given) | 11% | -13%
CN1OC[C@@H]2CN(S(=O)(=O)c3cccc(C(F)(F)F)c3)[C@H](c3ccc(-c4cc5ccccc5o4)cc3)C[C@@H]21 | 25% | -40%
Cn1nc(C(=O)NCC(=O)Nc2ccc(F)c(F)c2)ccc1=O | 0% | -3%
O=C(O)Cc1ccc2c(c1)Cc1cccnc1O2 | 22% | 7%
CC1=C(C(=O)N(C)C)CC(CC(=O)NCc2ccco2)C(=O)N1Cc1ccccc1 (stereo not given) | 6% | 4%
Cc1cc2c(Nc3ccccc3O)ncnc2s1 | -2% | -49%
O=C(C1CCCCC1)N1C[C@@H](n2cc(-c3ccc(F)cc3)nn2)[C@H](O)C[C@@H]1c1ccc(Cl)cc1 | -34% | -19%
CCN(CC)C(=O)C1=C(C)N(Cc2ccccc2)C(=O)C(CC(=O)NCCc2ccccn2)C1 (stereo not given) | -2% | 8%
COc1ccccc1-c1cnc2c(c1)C(=O)N([C@@H](C)CO)C[C@H](C)[C@H](CN(C)C)O2 | 11% | 0%
Cc1ccc(NC(=O)c2sc3nc(N4CCOCC4)c4c(c3c2N)CCCC4)cc1 | -4% | 27%
O=C(Nc1cccc(Cl)c1)c1nc[nH]c1C(=O)Nc1ccccc1F | -16% | 2%
CC(=O)c1c(C)[nH]c(C(=O)OCC(=O)c2ccc(Br)cc2)c1C | 5% | -46%
C/C(=N\NC(=O)c1nnn(-c2nonc2N)c1CN1CCC(C)CC1)c1ccc(Br)cc1 | 5% | 0%
Cc1nc2ccccn2c(=O)c1NC(=O)c1ccc2c(c1)OCO2 | 0% | 4%
C1=CCN(c2nc(N3CCOCC3)nc(N3CCCc4ccccc43)n2)CC1 | -8% | -22%
Cn1nc(C(=O)OCC(=O)NCc2ccc(Cl)cc2Cl)c2ccccc2c1=O | -8% | -10%
O[C@H]1C[C@H](c2ccccc2)N(CC2CCCCC2)C[C@@H]1n1cc(C2CC2)nn1 | -64%[inhibitor] | -81%[inhibitor]
CCc1ccc(NC(=O)c2ccc3c(c2)CCN3S(C)(=O)=O)cc1 | 5% | 49%
Cc1cccc(CN(C)C[C@@H]2OCc3cnnn3CCCC(=O)N([C@@H](C)CO)C[C@H]2C)c1 | 4% | 3%
Cc1n[nH]c(=O)n(N=Cc2c[nH]c3ccccc23)c1=O | -18% | 10%
Cc1ccc(S(=O)(=O)N2C[C@@H](C)[C@]3(C2)[C@H](O)[C@H](OC(=O)NCc2ccco2)C[C@H]2C(=O)N(c4ccccc4)C(=O)[C@H]23)cc1 | -9% | 0%
O=C1CCC(C(=O)OCC(=O)Nc2ccc(OC(F)F)cc2)=NN1 | -13% | -1%
O=c1c(=O)n(CCO)n(CCO)c(=O)n1CCO | -14% | 12%
COc1cccc(CNC(=O)[C@H](C)NC(=O)N2CC(=O)Nc3ccccc32)c1 | 5% | -1%
CCOc1ccc(OCCC(=O)Nc2ccc(N3CCOCC3)cc2N2CCOCC2)cc1 | -11% | 5%
COc1ccc([C@H]2C[C@H](O)[C@@H](n3cc(-c4ccc(F)cc4)nn3)CN2C(=O)C2CCCCC2)cc1 | 2% | -5%
CN1C(=O)[C@H]2[C@@H](c3ccc(C(F)(F)F)cc3)N[C@]3(CCCN(Cc4cccn4C)C3=O)[C@H]2C1=O | 0% | -31%
COc1ccc(C(=O)N(C)C(C)c2nccs2)cc1OC1CCN(C(C)=O)CC1 (stereo not given) | 6% | 0%

# As entered above:
# `Cc1n[nH]c(=O)n(N=Cc2c[nH]c3ccccc23)c1=O` in a7 integrin act shows -18%
# `O=C1CCCCC1C(O)(C(=O)c1ccccc1)c1ccccc1` (stereo not given) in a7 integrin act shows -5%

# (next part)
compound | a7 integrin act | BRCA1 expr up
CCN(CC)c1ccc(C(=O)NNC(=O)Cn2c(=O)cnc3ccccc32)cc1 | 5% | 14%
CC1=C(C(=O)N2CCOCC2)CC(CC(=O)NCC2CCCCC2)C(=O)N1CCCN1CCCC1=O (stereo not given) | 4% | 23%
CCOc1ccc2ccccc2c1CNCCCN1CCOCC1 | -23% | -2%
COc1ccc(C(=O)NC(C(=O)N2CCN(C/C=C/c3ccccc3)CC2)C(C)C)cc1 (stereo not given) | 5% | -11%
S=c1[nH]nc(NC2CCCCC2)s1 | 16% | 43%
CN1OC[C@@H]2CN(C(=O)c3ccco3)[C@H](c3ccc(-c4ccc(C#N)cc4)cc3)C[C@@H]21 | 7% | 9%
CCCCCCn1c(=O)n2n(c1=O)[C@@H]1CN(S(=O)(=O)c3ccc(C)cc3)C[C@]1(O)[C@@H](OC(=O)NC1CC1)C2 | -1% | -13%
COc1cc(C)c2sc3ccccc3c(=O)c2c1NCCN(C)C | -12% | -51%
CC(C)(C)c1csc(NC(=O)CCS(=O)(=O)c2ccc(F)cc2)n1 | -64%[inhibitor] | -43%
COc1ccc(CCNC(=O)CCCn2c(=S)[nH]c3ccsc3c2=O)cc1OC | 5% | -28%
COc1ccc(NC(=O)c2ccc(NC(=O)CN3CCN(c4ccccc4O)CC3)cc2)cc1 | 6% | 0%
COc1cc2c(cc1OC)CN(C(=O)c1cc(COc3ccccc3SC)on1)CC2 | 16% | 4%
COc1cccc(S(=O)(=O)N(C)C[C@@H]2OCc3cnnn3CCCC(=O)N([C@@H](C)CO)C[C@@H]2C)c1 | 16% | 6%
CCC(CC)CC1CN2CCc3cc(OC)c(OC)cc3C2CC1(O)CC (stereo not given) | -34% | -47%
COc1ccc(S(=O)(=O)N2CCN(CC(=O)NC(C)c3cccs3)CC2)cc1 (stereo not given) | 5% | -6%
CC(C)c1ccc(C(=O)Nc2ccc(S(=O)(=O)NC3=NCCCCC3)cc2)cc1 | 17% | -4%
CCOc1cc(CN2CCC(N3CCC(C(=O)NC4CC4)CC3)CC2)ccc1O | -35% | 2%
O=[N+]([O-])c1cccc(/C=C2\CCc3cnn(C4CCS(=O)(=O)C4)c32)c1 (stereo not given) | -7% | -10%
CCCCN1CC(C)(C)[C@H](CC(=O)Nc2ccc(Br)cc2)C1=O | 13% | -31%
CSc1ccc(/C=N/NC(=O)c2ccc3nc[nH]c3c2)cc1 | -5% | 42%
CCOC(=O)c1csc(-c2csc(CCNC(=O)c3ccccc3)n2)n1 | 2% | 7%
Cc1ccc([C@H]2C[C@@H](n3cc(C4CC4)nn3)[C@H](O)CN2CC2CCCCC2)cc1 | 19% | u
CCCCOc1ccc(C(=O)NCC(=O)N2CCN(C/C=C/c3ccccc3)CC2)cc1 | -9% | -9%
Cn1ncc([N+](=O)[O-])c1C(=O)Nc1ccccc1C#N | -15% | -32%
COC(=O)C1=C(C)NC(C)=C(C(=O)OC)C1C(=O)OCC(=O)NC1CCCCC1C (stereo not given) | 1% | -3%
CCOc1ccc(N(CC(=O)Nc2ccc(Cl)cc2)S(C)(=O)=O)cc1 | -9% | 70%
CCOc1cc(N2CCOCC2)c(OCC)cc1NC(=O)c1ccccc1N1CCCC1=O | 12% | -8%
CC(=O)c1ccc(Cc2ccc(C(C)=O)s2)s1 | -15% | 76%
Cc1ccc(S(=O)(=O)N(C)c2ccc(C(=O)NC3CCCCC3)cc2)cc1 | 2% | 14%
COc1ccc(S(=O)(=O)N2CC=C(c3ccccc3)CC2)cc1OC | -2% | -8%
O=C(COC(=O)Cn1cnc2ccccc21)Nc1ccc(Br)cc1 | 7% | 10%
CN(C(=O)C1CC1)c1ccccc1 | 0% | -8%
COc1ccc(-n2nc3c(c2NC(=O)COc2ccccc2OC)CS(=O)(=O)C3)cc1 | 27% | -2%
C[C@@H]1CN([C@H](C)CO)C(=O)CCCn2nncc2CO[C@@H]1CN(C)S(=O)(=O)c1ccccc1F | 18% | 4%
Cc1cccnc1NC(=O)Nc1cccc(F)c1 | 4% | u
CN(C)S(=O)(=O)c1cccc(NC(=O)C2CCCN(C(=O)c3ccc(Cl)cc3)C2)c1 (stereo not given) | -22% | -16%
CCOc1ccc(OCCC(=O)OCC(=O)c2c(N)n(CC(C)C)c(=O)n(C)c2=O)cc1 | -10% | -8%
O=C1CSC(=S)N1N=Cc1c[nH]c2ccc(Br)cc12 | 12% | -23%
NNC(=O)Cc1cc(=O)[nH][nH]1 | 15% | -1%
COC(=O)C1=C/CCCN(C(c2ccccc2)c2ccccc2)/C=C\1C(=O)OC | 10% | 6%

# 2 entries from above, with values under each structure:
# Results follow in this order: a7 integrin act | BRCA1 expr up
NNC(=O)Cc1cc(=O)[nH][nH]1
→ 15% | -1%
COC(=O)C1=C/CCCN(C(c2ccccc2)c2ccccc2)/C=C\1C(=O)OC
→ 10% | 6%

# Additional records.
compound | a7 integrin act | BRCA1 expr up
Cc1cc(C)c2cc(C#N)c(N3CCNCC3)nc2c1 | -8% | 5%
COCCCNC1=C(C#N)C(=O)NC(c2cccs2)S1 (stereo not given) | -6% | 6%
CC(C)C#Cc1ccc2c(c1)O[C@@H](CN(C)C(=O)c1cnccn1)[C@@H](C)CN([C@@H](C)CO)S2(=O)=O | -7% | -13%
O=C1NN(c2ccccc2)C(=O)C1=Cc1ccccc1O | -14% | -7%
CN(Cc1ccc(Cl)c(Cl)c1)C(=O)C1CC(=O)N(c2ccc3c(c2)OCCO3)C1 (stereo not given) | 15% | -5%
OCC1OC(n2cnc3c(SCc4ccccc4)nc(NO)nc32)C(O)C1O (stereo not given) | -1% | 5%
CC1(C)CC(=O)C=C(c2cccc(OC(=O)c3ccc(-c4ccccc4)cc3)c2)C1=O | -16% | 47%
CC1(c2ccc(F)cc2)OC(=O)c2c1ccc1ccccc21 (stereo not given) | -3% | 6%
O=C(CCc1nnc(Cc2c[nH]c3ccccc23)o1)NCCC1CCCCO1 (stereo not given) | 15% | 3%
CC12CCC3c4ccccc4CCC3(CO1)C2 (stereo not given) | -9% | 3%

# Record cards, as listed above:
# `CC12CCC3c4ccccc4CCC3(CO1)C2` (stereo not given) across the screens: a7 integrin act = -9%; BRCA1 expr up = 3%
# `O=C1NN(c2ccccc2)C(=O)C1=Cc1ccccc1O` across the screens: a7 integrin act = -14%; BRCA1 expr up = -7%
# `CC(C)C#Cc1ccc2c(c1)O[C@@H](CN(C)C(=O)c1cnccn1)[C@@H](C)CN([C@@H](C)CO)S2(=O)=O` across the screens: a7 integrin act = -7%; BRCA1 expr up = -13%

# More compounds follow.
compound | a7 integrin act | BRCA1 expr up
Cc1ccc([C@@H]2C[C@H]3[C@@H](CN2S(=O)(=O)c2ccc(C)cc2)C(=O)C[C@@H](c2ccc(Cl)cc2)N3S(=O)(=O)c2ccccc2C)cc1 | 0% | 9%
CSc1ncnc2c1ncn2CCCN1CCN(c2ccccn2)CC1 | 17% | 2%
CCOC(=O)C1CCN(C(=O)c2ccccc2)c2scc(-c3ccccc3)c2C1=O (stereo not given) | -5% | -29%
O=C(COC(=O)c1ccc2c(c1)OCCO2)NCc1ccc(Cl)cc1 | -29% | 23%
O=C1NC(=O)C2(CCCc3ccc([N+](=O)[O-])cc32)N1 (stereo not given) | 3% | -16%
COC(=O)C[C@H]1C[C@H]2c3cc(NC(=O)Nc4ccc(F)cc4)ccc3O[C@H]2[C@@H](CO)O1 | -13% | 0%
Cn1cnc([N+](=O)[O-])c1Sc1ccncn1 | -35% | -1%
O=C(Nc1ccc(C(=O)O)cc1)/C(=C\c1ccc2c(c1)OCO2)NC(=O)c1ccccc1Cl | -10% | -7%
COc1ccccc1OCC(=O)N1CCCCCC1 | -6% | 3%
CCN(CC)C(=O)C1=C(C)N(Cc2ccc(OC)cc2)C(=O)C(CC(=O)NC(c2ccccc2)c2ccccc2)C1 (stereo not given) | -28% | -9%
CC1NC(=O)COC1c1ccccc1 (stereo not given) | 1% | 7%
O=C(O)C1CCCN1c1nc(Cl)ccc1[N+](=O)[O-] (stereo not given) | 19% | -5%
c1cnc(NCCSSCCNc2ncccn2)nc1 | -11% | 4%
O=C(OCC(=O)N1CCN(c2ccccc2)CC1)c1cc(F)c(F)cc1Cl | 13% | -30%
COc1ccc(C(C)C)cc1S(=O)(=O)Nc1cccnc1 | -3% | -1%
CC(C)CC1C(=O)N(Cc2cn(CCC3OCCO3)nn2)CCS(=O)(=O)N1Cc1ccc(-c2cccc(N(C)C)c2)cc1 (stereo not given) | 22% | -55%
O=C1C=C(C#Cc2ccccc2)C[C@@H](c2ccc(F)cc2)C1 | -30% | -37%
CC(=O)c1c(O)c(C)c(O)c2c1OC1=Cc3c(c(C)nn3-c3ccccc3)C(=O)C12C (stereo not given) | 10% | -25%
Cc1ccc(S(=O)(=O)N(C)C[C@@H]2Oc3ncc(Br)cc3C(=O)N([C@H](C)CO)C[C@@H]2C)cc1 | 18% | -26%
